Source: PubChem BioAssay
aDG glyco act = alpha-DG glycosylation activation. 360,000 tested, 0.22% active. activation, % at 10 µM. AID 624168. Pro5-aDG cells, alpha-DG glycosylation AlphaScreen (IIH6); 0% Pro5, 100% B10-LARGE cell signal;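 active = activation of at least 8% versus controls, or a plate z-score of at least 8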;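 note: Pro5 are CHO cells carrying HIG-tagged alpha-DG that lacks glycosylation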
Vif inh = HIV Vif inhibition. HEK293T cells, Vif self-association by quenched fluorescence, imaging, 24 h. inhibition, % at 7.49 µM. 340,000 tested, 0.35% active; in the data active = inhibition above about 50%, passing the limit was not always enough; inconclusive = no clear call, values can overlap the other calls; inactive = below about 31%; note: some results filed as inactive read as strong as hits
MC4R barr agon = human MC4R agonism via beta-arrestin. 360,000 tested, 0.98% active. activation, % at 8.9 µM. U2OS MC4R beta-arrestin complementation, luminescence; percent of melanotan II response, DMSO zero. AID 540308;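 active = activation above a per-plate cutoff, the mean activation of sample wells on that plate plus 3 SD, cut at about 8% in these data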
Target sequence (P32245 whole entry, looked up): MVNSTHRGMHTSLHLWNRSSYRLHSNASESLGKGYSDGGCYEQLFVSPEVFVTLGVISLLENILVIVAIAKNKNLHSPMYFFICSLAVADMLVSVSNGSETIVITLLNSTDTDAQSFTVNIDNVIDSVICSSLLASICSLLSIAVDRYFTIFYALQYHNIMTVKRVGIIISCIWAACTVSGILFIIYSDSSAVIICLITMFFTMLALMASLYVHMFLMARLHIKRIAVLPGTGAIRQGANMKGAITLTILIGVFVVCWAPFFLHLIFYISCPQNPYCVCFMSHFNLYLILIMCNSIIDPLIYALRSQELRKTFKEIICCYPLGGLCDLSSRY
PDI inh = blocks human protein disulfide isomerase activity | inhibition, % at 10 µM | 350,000 tested, 0.052% active | PDI insulin aggregation turbidity, A650, 90 min | P07237;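 active = mean inhibition across replicates of 30% or more, whatever share of single replicates reach that level; inconclusive = mean inhibition below 30% while every single replicate reaches 30%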;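 note: absorbance from insulin aggregation driven by PDI reduction with DTT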
Target sequence (P07237 whole entry, looked up): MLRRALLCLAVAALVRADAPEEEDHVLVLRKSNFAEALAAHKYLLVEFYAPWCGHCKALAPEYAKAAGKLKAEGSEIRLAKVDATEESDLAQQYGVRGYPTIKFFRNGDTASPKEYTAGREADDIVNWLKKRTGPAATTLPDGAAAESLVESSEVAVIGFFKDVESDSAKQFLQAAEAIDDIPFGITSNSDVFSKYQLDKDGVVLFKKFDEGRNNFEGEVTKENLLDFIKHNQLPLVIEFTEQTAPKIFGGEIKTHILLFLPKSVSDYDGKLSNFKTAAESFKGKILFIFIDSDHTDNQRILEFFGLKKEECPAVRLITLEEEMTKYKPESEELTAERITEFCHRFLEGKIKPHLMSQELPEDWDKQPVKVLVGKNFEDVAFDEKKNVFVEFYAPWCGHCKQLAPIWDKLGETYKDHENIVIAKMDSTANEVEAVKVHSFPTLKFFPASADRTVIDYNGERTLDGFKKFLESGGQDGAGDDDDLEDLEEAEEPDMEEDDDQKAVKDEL
N-glyco inh = blocks N-linked glycosylation in D54 reporter cells; D54 ERlucT glycosylation luciferase reporter, 24 h; percent of 100 nM tunicamycin response; reporter increase, % at 12.5 µM; 360,000 tested, 0.23% active;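 active = mean luciferase reporter signal, scaled so untreated is 0 and the glycosylation-blocking control 100, at or above a set limit in every replicate; inconclusive = mean reaches the limit but not every replicate does; inactive = mean below the limit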;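 note: luciferase carries N-glycosylation sites so blocking glycosylation raises the light; 0% = median of neutral control wells and 100% = median of 100 nM tunicamycin wells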
MC4R antagonist = blocks human MC4R cAMP signaling. MC4R-expressing cells, MTII-stimulated cAMP, LANCE TR-FRET. P32245. AID 540295. inhibition, % at 6.5 µM. 360,000 tested, 0.48% active;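 active = inhibition above its plate's cutoff, the mean of tested wells on that plate plus 3 SD, cut at about 29% in these data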;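 note: 0% = Melanotan II alone and 100% = Melanotan II plus saturating MCL0020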
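Assay system: U2OS-MC4R stable cell line; Also added: Melanotan II; Technique: Eu-cAMP/anti-cAMP TR-FRET, emission 671 nm; Times: 30-min compound, 1-h challenge, 1-h detection, room temperature.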
CaV13 ICDI inh = Disruptors of the CACNA1D IQ motif to Ca2+-dependent inactivation inhibitor domain association, primary screening, Förster resonance energy transfer in intact living …; HEK cells, CFP/YFP FRET ICDI-IQ, plate reader, 10 min; percent FRET-ratio fall versus neutral wells; inhibition, % at 12.3 µM; 340,000 tested, 0.098% active; AID 743397;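 active = mean replicate inhibition of at least 30% and at least 1% of replicates passing that level; inconclusive = only one of the two criteria is met; inactive = neither criterion is met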;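 note: 0% = median of the neutral control wells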
Cardio protect = myocardial damage modulation in H9c2 cells; H9c2 cardiomyocytes, H2O2 injury protection, ATPLite, 2 h; protection from H2O2 cell death, % at 20 µM; 360,000 tested, 0.63% active;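 active = compounds giving at least 50% protection of heart cells from peroxide-induced death in the single-dose screen, raw or plate-pattern-corrected value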;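 note: 0% = DMSO wells with peroxide and 100% = DMSO wells without peroxide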
ABCB6 inh MLPCN = blocks the human ABCB6 transporter | fluorescence ratio to DMSO, % at 10 µM | AID 602162 | 360,000 tested, 0.19% active | K562-ABCB6 porphyrin accumulation, flow cytometry, 1 h; hits give low values | Q9NP58;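 active = fluorescence ratio to DMSO below 75%, the collection mean minus 3 SD; inconclusive = too few cells collected in the well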;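 note: signal is porphyrin accumulated inside mitochondria; 100% equals median channel fluorescence of DMSO control wells; lower ratio means ABCB6 inhibition with less porphyrin fluorescence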
HTR2A ag = activates the mouse 5-HT2A serotonin receptor; P35363; CHO-K1 mHTR2A beta-arrestin complementation, luminescence; percent of 30 µM serotonin response; activation, % at 7.6 µM; 360,000 tested, 0.66% active; AID 624169;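 active = activation above a run cutoff, the mean activation of all tested compounds plus 3 SD, cut at about 14% in these data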;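 note: 0% = plate median of compound wells and 100% = 30 µM serotonin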
* hit, by the source's call; ? = inconclusive; nt = not tested or not shown. Not a hit list (roughly 3.6% active in at least one column).

SMILES | aDG glyco act | Vif inh | MC4R barr agon | PDI inh | N-glyco inh | MC4R antagonist | CaV13 ICDI inh | Cardio protect | ABCB6 inh MLPCN | HTR2A ag
COc1ccccc1NC(=O)COC(=O)COc1cccc2c1OC(C)(C)C2 | -0.2 | -4.8 | -1.6 | -1.7 | 0.8 | -2.3 | -6.3 | -0.4 | 100.0 | 0.3
CCC1(c2ccccc2)NC(=O)N(CC(=O)N2CCc3ccccc32)C1=O (stereo not drawn) | -0.1 | 8.0 | -0.6 | -5.5 | 6.3 | 11.0 | -3.6 | -0.9 | 102.0 | -1.9
COc1ccc(NC(=O)Nc2c(C)n(C)n(-c3ccccc3)c2=O)cc1 | -0.3 | nt | 0.7 | -1.0 | 0.2 | 17.1 | -7.0 | -3.4 | 99.0 | -6.3
Cc1ccccc1CNC(=O)Nc1ccc(Cl)cc1 | 0.2 | -3.2 | 0.8 | 14.6 | -5.0 | 2.5 | -5.7 | -7.3 | 95.0 | -0.8
CCCCn1c(N)c(N(CC)C(=O)c2cc(S(=O)(=O)N3CCCCCC3)ccc2OC)c(=O)[nH]c1=O | -0.2 | 7.5 | -1.2 | -0.7 | 0.9 | 10.0 | -14.2 | 1.8 | 100.0 | 3.7
O=C(NCCOc1ccccc1)c1ccccc1Cl | 0.0 | -1.4 | -2.0 | 0.8 | -13.8 | 2.7 | -4.6 | 3.0 | 96.0 | -1.9
CCOc1cccc(C(=O)Nc2ccc3ccccc3c2)c1 | 0.6 | 1.3 | 2.9 | -2.9 | -17.3 | 8.9 | -5.1 | -17.5 | 101.0 | -0.7
CCOC(=O)N1CCN(C(=S)NC2CCCC2)CC1 | 0.5 | 23.6 | -1.2 | 12.1 | 2.3 | -0.4 | -1.9 | -1.7 | 93.0 | -1.1
CC(C(=O)Nc1ccccc1)N1C(=O)c2ccccc2C1=O (stereo not drawn) | -0.1 | 1.3 | -0.1 | 6.7 | 0.5 | -4.0 | 6.7 | -2.2 | 95.0 | 7.2
COc1cccc(C(C(=O)NC2CCCC2)N(C(=O)c2csnn2)C2CC2)c1 (stereo not drawn) | -0.2 | -5.6 | 1.6 | 4.2 | -3.6 | 10.9 | -3.7 | -1.3 | 92.0 | 3.0
COc1ccc(OC)c(CCNC(=O)CC2Oc3ccc(C)cc3NC2=O)c1 (stereo not drawn) | -0.3 | -0.5 | -2.0 | nt | 2.0 | 5.1 | -2.5 | 1.6 | 100.0 | -3.1
COc1cccc(C(=O)n2c(SC)nc3cc4c(cc32)OCCO4)c1 | -0.2 | -2.1 | -1.1 | -1.9 | 5.8 | 6.7 | -7.4 | -4.1 | 104.0 | 1.0
Cc1[nH][nH]c(=O)c1C(c1ccc(O)c(Br)c1)c1c(C)[nH][nH]c1=O | 0.0 | nt | -3.9 | -7.9 | 8.9 | -3.6 | -4.5 | -1.8 | 86.0 | 7.4
CCOc1ccc(-c2nnc(-c3ccccc3)n2-c2ccccc2)cc1 | 0.1 | 2.2 | -2.8 | 6.7 | -1.8 | 0.9 | -3.0 | 1.2 | 96.0 | -1.6
NC1=NC(=O)/C(=C/c2cccs2)S1 | 0.0 | -2.4 | 0.5 | -6.4 | 2.5 | -20.6 | -8.5 | -1.6 | 101.0 | 5.4
CCOC(=O)N1CCN(C(=O)c2ccc3c(=O)n(-c4ccc(F)cc4)c(=S)[nH]c3c2)CC1 | -0.1 | -5.6 | -1.4 | 2.1 | -0.9 | 9.3 | -4.4 | 2.9 | 101.0 | 0.2
Fc1cc(F)nc(NCc2ccccc2)n1 | 0.1 | -1.8 | -0.5 | 1.5 | -0.7 | 13.9 | -18.4 | 3.6 | 99.0 | 0.5
CNS(=O)(=O)c1cccc(C(=O)OCC(=O)Nc2ccc(-c3nc4ccc(C)cc4s3)cc2)c1 | 0.3 | 5.8 | 15.6* | -12.7 | -13.7 | 7.5 | nt | -13.1 | 92.0 | -0.2
CN(Cc1ccccn1)C(=O)C1CCC(=O)N(Cc2cccc(F)c2)C1 (stereo not drawn) | -0.2 | 17.3 | -2.3 | -1.4 | 2.2 | -1.8 | -2.8 | 1.7 | 103.0 | -7.7
COc1ccc(S(=O)(=O)N2CCCCC2c2cc(C(=O)Nc3ccccc3)no2)cc1 (stereo not drawn) | -0.3 | -0.8 | 0.8 | 4.5 | -1.2 | -6.0 | -3.6 | -5.4 | 98.0 | 2.7
CC1CCN(S(=O)(=O)c2cc(C(=O)Nc3ccccn3)ccc2Br)CC1 | 0.5 | ? | -1.1 | 0.7 | -4.0 | 4.9 | -3.6 | -3.8 | 96.0 | 8.9
COc1ccc(S(=O)(=O)N(C)C)cc1NS(=O)(=O)c1ccc(F)c(F)c1F | -0.3 | nt | 2.1 | 1.7 | 3.5 | 3.9 | -3.3 | -1.1 | 99.0 | 1.4
CCOc1ccc(S(=O)(=O)NCc2ccc3c(c2)OCO3)cc1NC(C)=O | 0.2 | 2.2 | -0.9 | 20.6 | -1.0 | 6.5 | -4.7 | -6.0 | 95.0 | 1.4
CCC(=NNc1ccc([N+](=O)[O-])cc1[N+](=O)[O-])c1ccccc1 | -0.5 | 0.6 | nt | nt | 0.4 | nt | -3.6 | 4.4 | 91.0 | -2.6
Cc1ccc(NC(=O)CSCC(=O)Nc2cccc(S(=O)(=O)N3CCCCCC3)c2)cc1 | -0.2 | 0.4 | 2.3 | -7.6 | -2.3 | 14.9 | -6.0 | -11.7 | 102.0 | -4.7

2 entries from above, with tabs:
smiles	aDG glyco act	Vif inh	MC4R barr agon	PDI inh	N-glyco inh	MC4R antagonist	CaV13 ICDI inh	Cardio protect	ABCB6 inh MLPCN	HTR2A ag
CCOc1ccc(S(=O)(=O)NCc2ccc3c(c2)OCO3)cc1NC(C)=O	0.2	2.2	-0.9	20.6	-1.0	6.5	-4.7	-6.0	95.0	1.4
CCC(=NNc1ccc([N+](=O)[O-])cc1[N+](=O)[O-])c1ccccc1	-0.5	0.6	nt	nt	0.4	nt	-3.6	4.4	91.0	-2.6

(further entries)
SMILES | aDG glyco act | Vif inh | MC4R barr agon | PDI inh | N-glyco inh | MC4R antagonist | CaV13 ICDI inh | Cardio protect | ABCB6 inh MLPCN | HTR2A ag
COc1ccc(C(=O)CN2C(=O)NC3(CCc4ccccc43)C2=O)c(OC)c1 (stereo not drawn) | -0.3 | -5.5 | -3.5 | -9.3 | 1.5 | 5.6 | -1.3 | 8.6 | 81.0 | -3.8
COCCn1c(SCc2nc3cc(OC)c(OC)cc3c(=O)[nH]2)nnc1-c1ccncc1 | -0.1 | 7.4 | 0.0 | -1.9 | 0.4 | 12.9 | -5.4 | 10.5 | 104.0 | 1.9
CC(C)(C)c1ccc(CN2C3=NCCCN3c3ccccc32)cc1 | 2.0 | 15.1 | 0.2 | -2.3 | 5.8 | -9.7 | -4.5 | -37.2 | 89.0 | -1.0
CCCC[C@@H]1CNC(=S)N1CCC12CC3CC(CC(C3)C1)C2 | 2.8 | -2.3 | -0.1 | 10.5 | -3.7 | -0.5 | -10.5 | -8.4 | 89.0 | -1.6
CN(C(=O)CSc1ncnc2sccc12)c1c(N)n(Cc2ccccc2)c(=O)[nH]c1=O | 0.1 | -1.4 | -1.0 | 9.7 | 0.7 | 0.1 | -4.2 | -1.3 | 97.0 | -3.7
Cc1ccc(C2=N/C(=C\c3ccc(F)cc3)C(=O)N2)cc1 | 0.0 | 20.4 | 22.1* | 10.7 | 4.3 | -0.2 | -5.0 | -10.0 | 95.0 | 3.5
O=C(N/N=C/c1cccc([N+](=O)[O-])c1)c1cc2c(ccc3ccccc32)o1 | -0.1 | -49.1 | -2.1 | -5.8 | -4.1 | 0.6 | -5.5 | 1.3 | 105.0 | -0.9
O=C(CSc1nnc(SCc2ccc(F)cc2)s1)Nc1ccc(C(=O)O)cc1 | 0.0 | -2.6 | -0.8 | 3.6 | -1.2 | 9.4 | 2.0 | -6.9 | 96.0 | 6.4
CC1Cc2ccccc2N1C(=O)CSc1nncs1 (stereo not drawn) | -0.1 | -3.1 | -2.9 | -2.8 | -0.5 | 8.9 | -2.1 | 0.3 | 101.0 | 3.5
O=C(Nc1ccc(Cl)c(Cl)c1)C1=Cc2ccccc2OC1 | -0.1 | -16.5 | 3.4 | -2.2 | 9.0 | 0.8 | nt | -20.4 | 92.0 | -0.4
CCOC(=O)c1cc(-c2ccccc2)nc2c1c(C)nn2-c1ccccn1 | 1.0 | -1.5 | 0.1 | 4.2 | 0.8 | 17.1 | -3.7 | 18.6 | 100.0 | -0.1
Oc1ccccc1Nc1nc(NCc2ccccc2)c2ccccc2n1 | 6.2 | -13.0 | 4.2 | -11.9 | -5.4 | 0.0 | -1.3 | -21.3 | 102.0 | -2.9
CCOC(=O)c1ccc(-c2cc(C)no2)[nH]1 | 0.3 | -0.8 | -0.1 | 3.7 | 2.9 | -0.5 | -8.9 | 6.9 | 99.0 | 4.6
O=C(CCNC(=O)c1ccccc1Cl)Nc1nc(-c2ccccc2Cl)cs1 | -0.2 | -5.7 | -0.2 | -2.3 | 1.0 | 28.1 | -1.1 | -5.7 | 96.0 | -6.0
Cc1c(/C=N/NC(=O)CNc2ccccc2)c2ccccn2c1C(=O)c1ccccc1 | -0.1 | -9.0 | -1.4 | -4.4 | 0.5 | -16.4 | -9.6 | 29.0 | 101.0 | -3.8
S=C(NCCc1ccccc1)Nc1ccccc1 | -0.1 | -4.4 | -1.9 | -2.2 | -0.4 | 9.5 | -13.6 | -4.3 | 95.0 | -5.7
O=C1OC(Nc2ccccn2)c2ccccc21 (stereo not drawn) | 1.8 | 11.5 | 0.1 | -9.3 | 0.7 | 9.3 | -8.4 | 6.8 | 93.0 | -1.4
CCCCn1c(SCC(=O)N2CCC(C)CC2)nc2cc(S(N)(=O)=O)ccc21 | -0.2 | 0.1 | -1.7 | 0.3 | -0.5 | 0.1 | -7.5 | -3.0 | 101.0 | 0.5
O=[N+]([O-])c1cc2c(cc1/C=N/Nc1nc(Nc3ccccc3)nc(N3CCCCC3)n1)OCO2 | -0.6 | -15.0 | 1.2 | -5.4 | -0.7 | 8.3 | nt | -4.6 | 98.0 | -6.4
Cc1cccn2c(=O)c3cc(C#N)c(=O)n(-c4c(C)n(C)n(-c5ccccc5)c4=O)c3nc12 | -0.1 | -5.4 | 1.1 | 5.2 | 1.5 | 5.3 | -4.1 | 3.5 | 107.0 | 4.2
CC(=O)N1c2ccc(S(=O)(=O)N3CCCC3C(=O)NCc3ccc(Cl)cc3)cc2CC1C (stereo not drawn) | -0.1 | -6.5 | -1.6 | nt | -0.8 | 16.1 | 0.0 | -1.3 | 104.0 | -1.6
CC1CCCN(C(=O)CSc2nc3ccccc3o2)C1 (stereo not drawn) | 0.2 | 20.9 | -2.0 | 1.0 | -2.3 | -2.5 | -3.5 | -4.7 | 98.0 | 0.0
COc1ccc(C=O)cc1Oc1nc(Cl)ncc1F | 0.2 | -3.2 | -0.7 | 6.9 | 2.3 | 7.4 | -8.0 | -8.8 | 99.0 | -4.6
